TEAD-YAP block = TEAD-YAP interaction inhibition, primary screen, TEAD-YAP interaction inhibitor project, luminescence, HEK-TIYL cells; TEAD-Gal4/YAP UAS-luciferase luminescence; inhibition, % at 9.12 µM; 640,000 tested, 1.4% active; in the data active = inhibition above about 32%;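 also: 0% = median of test compound wells and 100% = reference inhibitor wells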
GPR151 activ = activators of human GPR151, primary screen, cell-based, PathHunter beta-arrestin, luminescence. PathHunter beta-arrestin GPR151 cells. G-protein coupled receptor 151 (Homo sapiens), Q8TDV0. AID 1508602, 2020. 650,000 tested, 1% active. activation, % at 11.2 µM; in the data active = activation above about 4.9%;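 also: 0% = median of compound wells and 100% = cells with positive control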
Target sequence (Q8TDV0 whole entry, looked up): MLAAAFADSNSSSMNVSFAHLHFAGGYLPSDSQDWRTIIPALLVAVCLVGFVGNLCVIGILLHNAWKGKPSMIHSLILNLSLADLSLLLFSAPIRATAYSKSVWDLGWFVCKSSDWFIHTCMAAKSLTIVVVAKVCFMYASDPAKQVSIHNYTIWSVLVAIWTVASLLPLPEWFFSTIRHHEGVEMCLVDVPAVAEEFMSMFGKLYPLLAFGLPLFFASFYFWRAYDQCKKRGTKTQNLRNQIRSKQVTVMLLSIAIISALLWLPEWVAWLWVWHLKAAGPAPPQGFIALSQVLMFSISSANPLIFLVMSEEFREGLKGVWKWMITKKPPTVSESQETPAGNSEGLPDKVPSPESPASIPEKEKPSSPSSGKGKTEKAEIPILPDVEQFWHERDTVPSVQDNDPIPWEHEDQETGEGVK
MITF primary = MITF inhibitors, primary screen, biochemical, AlphaScreen, human; 650,000 tested, 0.91% active; inhibition, % at 2.6 µM; AID 1259374, 2018; Microphthalmia-associated transcription factor (Homo sapiens), O75030; AlphaScreen MITF homodimerization, bead proximity signal; in the data active = inhibition above about 50%;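 also: 0% = vehicle wells with protein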
Target sequence (O75030 whole entry, looked up): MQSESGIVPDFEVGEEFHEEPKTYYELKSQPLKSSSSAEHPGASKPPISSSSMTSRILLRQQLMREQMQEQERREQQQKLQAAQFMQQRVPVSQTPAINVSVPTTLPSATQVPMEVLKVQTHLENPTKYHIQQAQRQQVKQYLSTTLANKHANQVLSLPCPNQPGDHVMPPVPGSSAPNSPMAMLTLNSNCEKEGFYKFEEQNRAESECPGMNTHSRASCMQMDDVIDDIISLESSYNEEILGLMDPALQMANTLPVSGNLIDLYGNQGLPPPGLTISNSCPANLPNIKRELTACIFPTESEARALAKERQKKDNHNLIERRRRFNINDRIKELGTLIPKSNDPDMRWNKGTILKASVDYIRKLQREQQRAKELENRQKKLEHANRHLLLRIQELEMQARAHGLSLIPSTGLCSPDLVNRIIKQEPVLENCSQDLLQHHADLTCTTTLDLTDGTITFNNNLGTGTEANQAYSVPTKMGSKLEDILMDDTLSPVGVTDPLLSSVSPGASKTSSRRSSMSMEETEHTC
FBW7 act = FBW7 E3 ligase activators, primary screen, biochemical, AlphaScreen, human | AlphaScreen FBW7–phospho-cyclin E peptide binding, activator screen | normalized activity (activation), % at 26.1 µM | 650,000 tested, 0.13% active | AID 1259310, 2017; in the data active = normalized activity above about 1.9%;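 also: purified mutant Fbw7 with reduced substrate affinity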
Starred values were filed as active, the others as inactive. Not a hit list. Share with any hit: about 3.4%.

CC(C)(C)C1=N/C(=C\c2cccnc2)C(=O)O1 was read as TEAD-YAP block 7, GPR151 activ 0.4, MITF primary 7 and FBW7 act 0.2.
Screening Cn1ccnc1CNC(=O)c1cccc(OC2CCN(CC(C)(C)C)CC2)c1 returned TEAD-YAP block 6, GPR151 activ -0.2, MITF primary -2 and FBW7 act -0.2.
Screening Cc1ccccc1Nc1nc(N)nc(COC(=O)C23CC4CC(CC(O)(C4)C2)C3)n1 returned TEAD-YAP block -6, GPR151 activ -0.2, MITF primary 8 and FBW7 act 0.1.
OC1(c2ccc3c(c2)CN(Cc2ccco2)CCO3)CCN(c2ccccc2F)CC1 was read as TEAD-YAP block 2, GPR151 activ -1.0, MITF primary 7 and FBW7 act 0.0.
O=C(CCN1C(=O)C2C3C=CC(C3)C2C1=O)Nc1ccc(Cl)cc1 (configuration not stated) was read as TEAD-YAP block -6, GPR151 activ -0.9, MITF primary 14 and FBW7 act 0.3.
`Fc1ccccc1Nc1nc2nonc2nc1Nc1ccccc1` gave TEAD-YAP block 13, GPR151 activ 3.0, MITF primary 7 and FBW7 act -0.2.
For C=CCN1CCN(C(CCC)c2nnnn2CCC(C)C)CC1 (configuration not stated) the results were TEAD-YAP block -3, GPR151 activ 1.9, MITF primary 13 and FBW7 act 0.0.
Screening COc1ccc(-c2c(C)nn3c(NCc4cccnc4)c4c(nc23)CCC4)cc1 returned TEAD-YAP block 8, GPR151 activ 1.4, MITF primary 15 and FBW7 act 0.4.
`CCCCOC(=O)c1ccc(NC(=O)c2ccncc2)cc1` gave TEAD-YAP block 11, GPR151 activ 0.5, MITF primary 2 and FBW7 act 0.0.
Screening CCOc1ccc(/C=C2\SC(=S)N(C(C)C(=O)O)C2=O)cc1 (configuration not stated) returned TEAD-YAP block -9, GPR151 activ 11*, MITF primary -1 and FBW7 act -0.2.
`O=C1Nc2ccccc2/C1=C/C(=O)c1ccc(CCCl)cc1` gave TEAD-YAP block 8, GPR151 activ -1.0, MITF primary 10 and FBW7 act 0.6.
CCOc1ccc(Nc2cc(N3CCN(c4ccc(OC)cc4)CC3)c3noc4c3c2C(=O)c2ccccc2-4)cc1 was read as TEAD-YAP block -3, GPR151 activ -1.2, MITF primary -3 and FBW7 act -0.3.
`COc1ccc(NS(=O)(=O)c2cccc(C(=O)Nc3ccc(Br)cc3)c2)cc1` gave TEAD-YAP block 7, GPR151 activ 0.7, MITF primary -7 and FBW7 act 0.0.
Screening CCOC(=O)/C=c1\s/c(=C\c2ccc(F)cc2)c(=O)n1CC(N)=O returned TEAD-YAP block 12, GPR151 activ 3.2, MITF primary 7 and FBW7 act 0.0.
`CC1CN(C(c2ccccc2)c2ccc(Cl)cc2)CC(C)N1C` (configuration not stated) gave TEAD-YAP block 5, GPR151 activ -0.9, MITF primary 1 and FBW7 act 0.1.
Screening CCC1CCCCN1Cc1c(C)[nH]c2ccc(Br)cc2c1=O (configuration not stated) returned TEAD-YAP block 1, GPR151 activ -0.5, MITF primary -15 and FBW7 act 0.1.
Screening O=C(COC(=O)c1ccc([N+](=O)[O-])o1)NC(=O)C1CCCCC1 returned TEAD-YAP block 12, GPR151 activ -0.2, MITF primary 11 and FBW7 act 0.3.
CCOc1c(C)cc(S(=O)(=O)NCc2cccnc2)c(C)c1C was read as TEAD-YAP block -3, GPR151 activ 0.0, MITF primary -1 and FBW7 act 0.0.
Cc1cccn2c(CN(C)Cc3nccn3C)c(C(=O)N(C)CCc3ccccc3)nc12 was read as TEAD-YAP block -4, GPR151 activ 0.4, MITF primary 6 and FBW7 act -0.2.
Screening COc1ccc(NC(=O)C2CCN(S(=O)(=O)c3ccc4c(c3)OCC(=O)N4)CC2)cc1 returned TEAD-YAP block -3, GPR151 activ -0.1, MITF primary -3 and FBW7 act -0.2.
For CCC(C)(C)C1CCc2c(sc(NC(=O)c3ccc(C)o3)c2C(N)=O)C1 (configuration not stated) the results were TEAD-YAP block -7, GPR151 activ -1.2, MITF primary 0 and FBW7 act 0.1.
For Cc1ccc(-n2nc3cc(C)c(N)cc3n2)cc1 the results were TEAD-YAP block 37*, GPR151 activ -1.2, MITF primary -11 and FBW7 act 0.3.
`CCc1c(C)sc(NC(=O)C(C)Oc2ccc(Cl)cc2C)c1C(N)=O` (configuration not stated) gave TEAD-YAP block 9, GPR151 activ -0.5, MITF primary 10 and FBW7 act 0.6.
`Cc1nn(-c2ccccc2)c2sc(C(=O)NC(=S)NC3CCS(=O)(=O)C3)cc12` (configuration not stated) gave TEAD-YAP block -1, GPR151 activ 1.5, MITF primary -12 and FBW7 act 0.0.
`COc1ccc(Br)cc1C1=N/C(=C\c2ccc(C)o2)C(=O)O1` gave TEAD-YAP block 5, GPR151 activ -1.0, MITF primary 2 and FBW7 act 0.2.
COc1nc(NN)nc(N2CCCCC2)n1 was read as TEAD-YAP block -4, GPR151 activ 1.5, MITF primary 9 and FBW7 act -0.1.
Screening Cc1ncoc1C(=O)N1CCC(Oc2cccc(C(=O)NCc3cccnc3)c2)CC1 returned TEAD-YAP block 10, GPR151 activ -0.7, MITF primary 10 and FBW7 act 0.2.
COc1ccccc1-n1c2nc(=O)[nH]c(=O)c-2cc2ccccc21 was read as TEAD-YAP block 5, GPR151 activ -0.9, MITF primary 8 and FBW7 act 0.1.
`O=S(=O)(Nc1nccs1)c1ccc2c(c1)OCCO2` gave TEAD-YAP block -9, GPR151 activ -0.2, MITF primary 24 and FBW7 act 0.4.
Screening CCc1ccc(C2(O)CC(C(F)(F)F)=NN2C(=O)c2cccnc2)cc1 (configuration not stated) returned TEAD-YAP block 10, GPR151 activ 1.9, MITF primary 8 and FBW7 act 0.0.
Cc1ccc(CN2C(=O)CN(C3CCCCC3C)C(=O)C2c2ccc(Cl)cc2)cc1 (configuration not stated) was read as TEAD-YAP block 3, GPR151 activ -0.4, MITF primary 16 and FBW7 act 0.2.
O=C(Nc1ccc(Cl)cc1)C(=O)c1c(O)[nH]c2ccccc12 was read as TEAD-YAP block -17, GPR151 activ 0.2, MITF primary -15 and FBW7 act -0.3.
`Cc1c(C(=O)O)[nH]c2c1C(=O)CC(c1ccc(Cl)cc1)C2` (configuration not stated) gave TEAD-YAP block -2, GPR151 activ -1.2, MITF primary -7 and FBW7 act -0.1.
For CN(CC(=O)Nc1ccc(F)c(Cl)c1)S(=O)(=O)c1cccc2nsnc12 the results were TEAD-YAP block -3, GPR151 activ -1.1, MITF primary -1 and FBW7 act -0.1.
`CC(=O)c1cccc(NC(=O)CNS(=O)(=O)c2ccc(Br)cc2)c1` gave TEAD-YAP block 2, GPR151 activ 1.6, MITF primary 0 and FBW7 act 0.2.
For COc1cc(C)c(C(C)C)cc1S(=O)(=O)N1CCN(c2ccc(F)cc2)CC1 the results were TEAD-YAP block 2, GPR151 activ 0.4, MITF primary -10 and FBW7 act -0.1.
Screening O=C(COc1ccc(Br)cc1Cl)Nc1ccccc1[N+](=O)[O-] returned TEAD-YAP block -8, GPR151 activ 1.1, MITF primary 8 and FBW7 act 0.2.
`COc1ccc(-c2nnn(CCc3nn[nH]n3)n2)cc1` gave TEAD-YAP block -3, GPR151 activ 0.6, MITF primary 7 and FBW7 act -0.2.
COC(=O)c1c(C)oc2ccc(OCc3ccc(Cl)c(Cl)c3)cc12 was read as TEAD-YAP block -8, GPR151 activ 0.0, MITF primary 21 and FBW7 act 1.4.
CC(C)CN1Cc2cccc(C(=O)N3CCC4(CC3)NC(=O)c3ccccc3N4)c2C1=O was read as TEAD-YAP block 3, GPR151 activ 1.8, MITF primary 0 and FBW7 act 0.0.

A draw from above in order of number of heavy atoms, low to high:
CC(C)(C)C1=N/C(=C\c2cccnc2)C(=O)O1 was read as TEAD-YAP block 7, GPR151 activ 0.4, MITF primary 7 and FBW7 act 0.2.
`COc1ccc(-c2nnn(CCc3nn[nH]n3)n2)cc1` gave TEAD-YAP block -3, GPR151 activ 0.6, MITF primary 7 and FBW7 act -0.2.
Screening CCC1CCCCN1Cc1c(C)[nH]c2ccc(Br)cc2c1=O (configuration not stated) returned TEAD-YAP block 1, GPR151 activ -0.5, MITF primary -15 and FBW7 act 0.1.
CCOc1c(C)cc(S(=O)(=O)NCc2cccnc2)c(C)c1C was read as TEAD-YAP block -3, GPR151 activ 0.0, MITF primary -1 and FBW7 act 0.0.
COC(=O)c1c(C)oc2ccc(OCc3ccc(Cl)c(Cl)c3)cc12 was read as TEAD-YAP block -8, GPR151 activ 0.0, MITF primary 21 and FBW7 act 1.4.
Screening Cc1ccccc1Nc1nc(N)nc(COC(=O)C23CC4CC(CC(O)(C4)C2)C3)n1 returned TEAD-YAP block -6, GPR151 activ -0.2, MITF primary 8 and FBW7 act 0.1.
OC1(c2ccc3c(c2)CN(Cc2ccco2)CCO3)CCN(c2ccccc2F)CC1 was read as TEAD-YAP block 2, GPR151 activ -1.0, MITF primary 7 and FBW7 act 0.0.
CC(C)CN1Cc2cccc(C(=O)N3CCC4(CC3)NC(=O)c3ccccc3N4)c2C1=O was read as TEAD-YAP block 3, GPR151 activ 1.8, MITF primary 0 and FBW7 act 0.0.
CCOc1ccc(Nc2cc(N3CCN(c4ccc(OC)cc4)CC3)c3noc4c3c2C(=O)c2ccccc2-4)cc1 was read as TEAD-YAP block -3, GPR151 activ -1.2, MITF primary -3 and FBW7 act -0.3.

Later entries.
For CC1CCC(N2CCN(S(C)(=O)=O)CC2)CC1 (configuration not stated) the results were TEAD-YAP block -3, GPR151 activ 1.1, MITF primary 24 and FBW7 act -0.4.
Screening O=C(NCc1cccs1)c1ccc(N2CCCC2)nc1 returned TEAD-YAP block -16, GPR151 activ 0.3, MITF primary 15 and FBW7 act 0.2.
O=c1c2cnn(-c3ccc(F)cc3)c2ncn1Cc1ccc([N+](=O)[O-])cc1 was read as TEAD-YAP block 2, GPR151 activ 1.1, MITF primary 5 and FBW7 act 0.2.
Screening Cc1coc2cc3oc(=O)cc(C)c3cc12 returned TEAD-YAP block -2, GPR151 activ 2.1, MITF primary 5 and FBW7 act 0.2.
O=C(NCc1ccccc1)c1ccc2c(=O)n(CCc3c[nH]c4ccccc34)c(=S)[nH]c2c1 was read as TEAD-YAP block -1, GPR151 activ 0.1, MITF primary 10 and FBW7 act 0.1.
`CCCCCCCCn1c(SC(C)C(C)=O)nc2c1c(=O)[nH]c(=O)n2C` (configuration not stated) gave TEAD-YAP block -4, GPR151 activ 2.1, MITF primary 12 and FBW7 act 0.0.
For Cc1ccc2[nH]c3c(c2c1)CCCC3C(N)=O (configuration not stated) the results were TEAD-YAP block 1, GPR151 activ -2.2, MITF primary 13 and FBW7 act 0.0.
Screening COC(=O)c1ccc(NC(=O)CC(CC(=O)O)c2ccccc2)cc1 (configuration not stated) returned TEAD-YAP block 10, GPR151 activ 0.4, MITF primary 8 and FBW7 act 0.1.
CCOc1ccc(N=C2SC(C(=O)Nc3ccccc3OC)CC(=O)N2Cc2ccc(OC)cc2)cc1 (configuration not stated) was read as TEAD-YAP block 19, GPR151 activ 1.1, MITF primary -8 and FBW7 act -0.1.
Screening COc1ccccc1Nc1ncnc2nc[nH]c12 returned TEAD-YAP block 2, GPR151 activ -0.7, MITF primary 4 and FBW7 act 0.1.
CCN(CC)Cc1cc(CN[C@H]2C[C@H]3C(=O)N4CCC[C@@H]4C(=O)N3C2)ccc1OC was read as TEAD-YAP block -6, GPR151 activ -1.0, MITF primary -8 and FBW7 act 0.6.
`CCc1ccccc1NC(=O)Cn1nc(C(=O)N2CCOCC2)cc1C` gave TEAD-YAP block 8, GPR151 activ 0.3, MITF primary 5 and FBW7 act 0.1.
O=C(NCCCN1CCCC1=O)c1cccc(-c2csc3ccccc23)n1 was read as TEAD-YAP block 2, GPR151 activ -0.2, MITF primary 11 and FBW7 act 0.0.
Screening COc1ccc(N2CCN(C3CCCN(C(=O)/C=C/c4cccs4)C3)CC2)cc1 (configuration not stated) returned TEAD-YAP block -1, GPR151 activ -1.0, MITF primary 0 and FBW7 act -0.1.
Nc1nc(Nc2ccc(-n3ccnc3)cc2)cc(NC2CCN(Cc3ccccc3)CC2)n1 was read as TEAD-YAP block -2, GPR151 activ 0.9, MITF primary 7 and FBW7 act -0.1.
For COc1ccc(OC)c(N2C(=O)C3CCCCC3C2=O)c1 (configuration not stated) the results were TEAD-YAP block 6, GPR151 activ 1.7, MITF primary 1 and FBW7 act 0.0.
Screening CC(C)n1cnc2c(NC3CCN(Cc4ccccc4)CC3)nc(N3CCc4ccccc4C3)nc21 returned TEAD-YAP block -10, GPR151 activ 0.2, MITF primary 16 and FBW7 act 0.2.
Screening CS(=O)(=O)c1ccccc1C(=O)Nc1sccc1C(N)=O returned TEAD-YAP block -2, GPR151 activ 2.7, MITF primary 2 and FBW7 act 0.0.
`CC(=O)c1c(OC(=O)c2ccc(Cl)cc2[N+](=O)[O-])ccc2c(C)cc(=O)oc12` gave TEAD-YAP block -1, GPR151 activ 1.1, MITF primary 11 and FBW7 act -0.1.
C=CCN(c1ccccc1)S(=O)(=O)c1ccc(F)c(C(=O)Nc2ccc(F)c(Cl)c2)c1 was read as TEAD-YAP block 22, GPR151 activ -1.1, MITF primary -6 and FBW7 act -0.1.
`O=C(Nc1ccc(F)c(F)c1F)c1ccc(F)cc1` gave TEAD-YAP block -22, GPR151 activ -5.4, MITF primary 6 and FBW7 act -0.1.
COc1cc(C(=O)NN)ccc1-c1ccc(C(=O)NN)cc1 was read as TEAD-YAP block 2, GPR151 activ 1.3, MITF primary -3 and FBW7 act 0.3.
